# Assay outcomes deposited in PubChem BioAssay by The Scripps Research Institute Molecular Screening Center.
# M1 ag parental: counter-screen for M1 agonists: effect in parental CHO-K1 cells | Fluo-8 calcium fluorescence; scaled to maximal ATP response, vehicle zero | activation, % at 3 µM | 360,000 compounds, 0.48% hits | AID 602248; in the data active = activation above about 15%;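 note: untransfected CHO-K1 host cells lacking M1 receptor as counterscreen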
# CHO parental Ca: counter-screen: ATP calcium response change in parental CHO cells; parental CHO-K1, ATP-induced calcium, Fluo-8 fluorescence; inhibition, % at 5.6 µM; 330,000 compounds, 0.63% hits;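 active = inhibition above that plate's mean sample inhibition plus 3 SD, cut at about 26% in these data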;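 note: 0% = ATP-challenged DMSO wells and 100% = DMSO wells without ATP; some compounds past the cut are filed as inactive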
#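 test system = CHO parental line | reagent = ATP stimulus | measured by = intracellular calcium via Fluo-8 no-wash fluorescent dye | control set = ATP and no-ATP DMSO wells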
# GPR7 antag: blocks human GPR7 receptor signaling; 290,000 compounds, 1.1% hits; GPR7-expressing cells, fluorescence antagonist assay; inhibition, % at 4.4 µM; AID 1861; in the data active = inhibition above about 16%, passing the limit was not always enough;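 note: cells stimulated with the agonist NPW; 0% = agonist with vehicle and 100% = vehicle without agonist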
# Target sequence (P48145 whole entry, looked up): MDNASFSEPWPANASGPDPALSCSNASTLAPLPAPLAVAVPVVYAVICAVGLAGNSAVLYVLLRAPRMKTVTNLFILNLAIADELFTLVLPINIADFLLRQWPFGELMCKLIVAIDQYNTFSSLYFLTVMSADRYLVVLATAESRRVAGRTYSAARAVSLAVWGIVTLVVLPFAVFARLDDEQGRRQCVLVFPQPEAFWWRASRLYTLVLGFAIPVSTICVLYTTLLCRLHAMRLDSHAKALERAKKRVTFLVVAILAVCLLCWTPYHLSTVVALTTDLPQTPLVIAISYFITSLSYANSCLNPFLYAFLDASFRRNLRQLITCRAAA
# V1aR counter: V1a receptor agonism, counter-screen for OXTR agonists; AID 2797; activation, % at 3 µM; 320,000 compounds, 0.25% hits; CHO-V1R cells, Fluo-8 calcium fluorescence, agonist mode; 0% DMSO, 100% 3 nM vasopressin;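 active = activation above the mean activation of all tested compounds plus 3 SD, per screening run, cut at about 20% in these data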;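 note: signal is peak over basal fluorescence ratio across a 100 second FLIPR read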
# Target sequence (P37288 whole entry, looked up): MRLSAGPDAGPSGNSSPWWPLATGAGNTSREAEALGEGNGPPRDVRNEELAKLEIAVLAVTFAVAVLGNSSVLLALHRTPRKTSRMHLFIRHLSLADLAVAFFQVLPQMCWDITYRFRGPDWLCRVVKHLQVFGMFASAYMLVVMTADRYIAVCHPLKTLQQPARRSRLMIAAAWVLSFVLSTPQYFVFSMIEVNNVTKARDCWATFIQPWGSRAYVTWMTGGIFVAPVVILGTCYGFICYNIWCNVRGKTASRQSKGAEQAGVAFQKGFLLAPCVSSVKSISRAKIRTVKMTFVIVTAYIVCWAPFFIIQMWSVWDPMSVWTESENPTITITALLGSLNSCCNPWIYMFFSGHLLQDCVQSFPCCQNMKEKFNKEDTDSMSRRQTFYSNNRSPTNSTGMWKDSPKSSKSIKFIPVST
# TAAR1 antag: human TAAR1 antagonism | Q96RJ0 | CHO RD-HGA16 TAAR1, Fluo-8 calcium fluorescence, antagonist | inhibition, % at 3 µM | 360,000 compounds, 1.5% hits;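 active = inhibition above a per-plate cutoff, the mean inhibition of test compounds on that plate plus 3 SD, cut at about 49% in these data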;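 note: 0% = DMSO plus EC80 beta-PEA response and 100% = DMSO alone without agonist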
#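 System: CHO RD-HGA16 cells bearing hTAAR1. Reagent: EC80 β-phenethylamine stimulus. Schedule: seeding 17-24 h prior, 75-min 37 °C, 30-min RT dye loading. Signal: Fluo-8 intracellular calcium dye fluorescence, real-time kinetic reads. Read-out: % inhibition from peak post-agonist over basal fluorescence ratio. Benchmarks: vehicle wells and EC80 agonist wells. Replicates: n of 1.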
# OXTR potentiate: potentiates the human oxytocin receptor response. activation, % at 3 µM. P30559. CHO-OTR cells, Fluo-8 calcium fluorescence, potentiator mode; 0% = oxytocin EC15, 100% = EC100. 320,000 compounds, 0.061% hits;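 active = activation above that plate's cutoff, the mean activation of tested compounds plus 3 SD, cut at about 6.6% in these data, passing the limit was not always enough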;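 note: 100% uses oxytocin at 75 nM as the full agonist control; some results filed as inactive read as strong as hits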
#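 System: human OTR in CHO cells; Also added: sub-maximal oxytocin, roughly EC15; Timing: compound 6 min at room temperature before oxytocin, 100 s read; Technique: Fluo-8 intracellular calcium fluorescence, ex 470-495, em 515-575 nm; Controls: oxytocin EC15 low and EC100 high; Replication: singlicate.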
# M1 PAM parental: M1 PAM counterscreen hit in parental CHO-K1 cells; ATP EC20, Fluo-8 calcium fluorescence; 0% at ATP EC20, 100% at ATP max; activation, % at 3 µM; 360,000 compounds, 0.02% hits;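 active = activation above the run cutoff, the mean activation of all test compounds plus 3 SD, cut at about 40% in these data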;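 note: peak over basal fluorescence ratio in a 140 s read after ATP addition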
# CHO-K1 Ca antag: counter-screen for M1 antagonists: effect in parental CHO-K1 cells. ATP-induced calcium, Fluo-8 fluorescence. inhibition, % at 3 µM. 360,000 compounds, 0.6% hits. AID 602250;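 active = inhibition above a per-plate cutoff, the plate's mean sample inhibition plus 3 SD, cut at about 24% in these data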;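 note: 0% = DMSO plus EC80 ATP and 100% = DMSO alone without ATP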
# OXTR ag: human OXTR agonism; P30559; CHO-OTR cells, Fluo-8 calcium fluorescence; normalized: DMSO 0%, oxytocin 100%; activation, % at 3 µM; 320,000 compounds, 0.32% hits; AID 2435;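 active = activation above the mean of all tested compounds plus 3 SD, cutoff set per screening run, cut at about 20% in these data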;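 note: peak over basal fluorescence ratio from a 100 s FLIPR kinetic read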
# An asterisk follows results filed as active; · = not tested or not shown. Compounds were not picked by outcome. Share with any hit: about 3.5%.
SMILES,M1 ag parental,CHO parental Ca,GPR7 antag,V1aR counter,TAAR1 antag,OXTR potentiate,M1 PAM parental,CHO-K1 Ca antag,OXTR ag
N/C(=N\OC(=O)c1ccc2c(c1)OCO2)c1cccnc1,0.7,0,0,0.7,8,-11,13,-12,0.5
CCCCCOc1ccc(CN2CCOCC2)cc1Cl,0.9,-21,-12,-0.3,15,-19,17,-17,-0.9
C=CCc1ccc(OCCOCCNCCOC)c(OC)c1,1.2,-8,-6,0.8,-2,-11,4,-6,-0.5
Cc1cccc(-n2c(SCc3ccc([N+](=O)[O-])cc3)nnc2-c2c[nH]c3ccccc23)c1,-0.2,-17,6,-0.1,10,-3,7,-7,-0.2
C#CCOC(=O)CCCNc1ccc([N+](=O)[O-])cc1[N+](=O)[O-],2.1,7,0,6.8,-6,-6,-7,15,6.0
Cn1c(CN2CCCCC2)nc2cc(NC(=O)c3cccs3)ccc21,0.6,-1,-9,0.1,12,1,17,-7,1.1
CCOC(=O)C(C)(C)Oc1cccc2c1S(=O)(=O)c1ccccc1-2,1.9,-15,·,-1.0,2,-8,-1,-5,-1.4
COC(=O)N1CCc2c(sc(NC(=O)C3=COCCO3)c2C#N)C1,0.7,4,·,-0.3,-6,-12,1,2,0.6
COc1ccc(/C=N/NC(=O)c2ccncc2)cc1CN1CCN(c2ccc(F)cc2)CC1,0.5,-21,-2,1.3,-12,-14,-6,-7,-0.8
CN(Cc1ccccc1)C(=O)c1ccccc1NC(=O)c1ccccc1,1.7,-12,-8,-0.9,10,-1,19,-6,-0.6
Cc1c(C(=O)N2CCN(CC(=O)Nc3ccccc3Cl)CC2)oc2ccc(Br)cc12,2.5,-17,·,0.0,-4,0,-1,4,-0.1
O=c1c2cc(Br)ccc2nc2n1CCCCC2,0.3,-16,1,0.4,·,-3,-24,-4,-0.3
C=CCn1c(C)c(C(C)=O)c(N2CCN(c3ccccc3)CC2)nc1=S,3.4,-25,22,-0.4,19,0,21,-7,0.2
O=C(COc1ccc(S(=O)(=O)N2CCCC2)cc1Cl)NCc1ccc2c(c1)OCO2,3.0,-25,-1,7.7,28,-8,1,-10,2.2
Cc1c(C(=O)NCc2ccccc2)sc(=O)n1Cc1ccccc1F,3.7,·,·,·,12,·,25,1,·

# The closing three compounds of the section above lead into the next.
SMILES,M1 ag parental,CHO parental Ca,GPR7 antag,V1aR counter,TAAR1 antag,OXTR potentiate,M1 PAM parental,CHO-K1 Ca antag,OXTR ag
C=CCn1c(C)c(C(C)=O)c(N2CCN(c3ccccc3)CC2)nc1=S,3.4,-25,22,-0.4,19,0,21,-7,0.2
O=C(COc1ccc(S(=O)(=O)N2CCCC2)cc1Cl)NCc1ccc2c(c1)OCO2,3.0,-25,-1,7.7,28,-8,1,-10,2.2
Cc1c(C(=O)NCc2ccccc2)sc(=O)n1Cc1ccccc1F,3.7,·,·,·,12,·,25,1,·
CN(C(=O)Nc1ccccc1)C1CCCCC1,3.8,-17,-9,0.4,-25,-5,-13,6,-0.7
CCN(N=Nc1cccc([N+](=O)[O-])c1)c1cccc([N+](=O)[O-])c1,0.4,-2,1,0.3,13,-2,16,-7,-0.9
O=C(C1CCC(=O)N(C2CC2)C1)N1CCC(Oc2cccc(C(F)(F)F)c2)CC1 (stereo unspecified),6.0,·,-9,·,-14,·,-7,-1,·
COC(=O)C(C)Oc1ccc(Cl)c(CN2OCC(C)(C)C2=O)c1 (stereo unspecified),1.7,-7,·,1.5,-4,-4,15,-6,-1.2
O=C(Nc1ccccc1)OCCNC1CCCCC1,4.2,·,·,·,2,·,2,-14,·
Cn1c(=O)n(C)c2cc(NC(=O)c3ccc(F)cc3)c(Br)cc21,0.6,-11,6,1.7,4,-13,7,-17,-0.6
CC(C(=O)Nc1ccccc1Oc1ccccc1)c1ccccc1 (stereo unspecified),0.1,-14,-2,-2.0,26,7,33,-19,-2.5
O=C(NCc1ccccc1)c1ccccc1C(=O)c1ncc[nH]1,-0.3,11,6,0.7,-1,-12,1,12,0.2
CCCCCCCCSc1nnc(-c2ccc(OC)cc2)o1,-0.2,-13,-4,1.6,0,1,-2,-8,-0.1
CCCS(=O)(=O)N1CCC(C(=O)N2CCCC2)CC1,-0.1,-3,3,1.2,20,-8,-8,5,1.3
Cc1ccc(S(=O)(=O)c2cc3cc(Br)ccc3oc2=O)cc1,0.4,-3,0,-0.9,9,-12,5,11,-1.3
O=C(c1cc(F)ccc1F)C1CCCN(C(=O)c2ccc(F)cc2Cl)C1 (stereo unspecified),2.4,-12,-12,1.3,10,-3,-11,-2,-0.8
COC(=O)c1ccccc1NC(=O)c1cc(C2CC2)on1,4.3,5,-5,-0.9,4,2,1,5,-1.2
O=C(CNC(=S)N(CCCN1CCOCC1)Cc1cccs1)NC1CCCC1,0.8,-15,-2,0.0,-7,-11,6,-14,-0.8
COc1ccc(CNC(=O)CCCn2ccc3cc(S(=O)(=O)N4CCCC4)ccc32)cc1,2.4,-22,3,0.7,7,-3,5,-9,-0.6

# An excerpt of these results, field by field:
O=C(CNC(=S)N(CCCN1CCOCC1)Cc1cccs1)NC1CCCC1
  M1 ag parental: 0.8	CHO parental Ca: -15	GPR7 antag: -2	V1aR counter: 0.0	TAAR1 antag: -7	OXTR potentiate: -11	M1 PAM parental: 6	CHO-K1 Ca antag: -14	OXTR ag: -0.8
CCN(N=Nc1cccc([N+](=O)[O-])c1)c1cccc([N+](=O)[O-])c1
  M1 ag parental: 0.4	CHO parental Ca: -2	GPR7 antag: 1	V1aR counter: 0.3	TAAR1 antag: 13	OXTR potentiate: -2	M1 PAM parental: 16	CHO-K1 Ca antag: -7	OXTR ag: -0.9
COC(=O)C(C)Oc1ccc(Cl)c(CN2OCC(C)(C)C2=O)c1 (stereo unspecified)
  M1 ag parental: 1.7	CHO parental Ca: -7	GPR7 antag: ·	V1aR counter: 1.5	TAAR1 antag: -4	OXTR potentiate: -4	M1 PAM parental: 15	CHO-K1 Ca antag: -6	OXTR ag: -1.2

# Continued:
SMILES,M1 ag parental,CHO parental Ca,GPR7 antag,V1aR counter,TAAR1 antag,OXTR potentiate,M1 PAM parental,CHO-K1 Ca antag,OXTR ag
Cc1cccc(C(=O)N[C@H](C(=O)OCC(=O)NC2CCS(=O)(=O)C2)C(C)C)c1 (stereo partly specified),0.2,-6,-7,-0.2,-11,-4,-3,5,-1.0
O=[N+]([O-])c1ccc(S(=O)(=O)CC2CSc3nc4ccccc4n32)cc1 (stereo unspecified),0.1,-4,2,1.3,-4,0,5,-1,0.2
O=C(COc1ccc2ccc(=O)oc2c1)NCCCn1ccnc1,0.5,-11,-6,0.5,-12,0,16,-23,-0.4
O=C(OCC1OC(Oc2ccc(O)cc2)C(O)C(O)C1O)c1ccccc1 (stereo unspecified),0.1,0,·,1.3,-16,3,3,10,1.8
CC(=O)Nc1ccc(S(=O)(=O)Oc2ccc(C(=S)N3CCCCC3)cc2)cc1,11,-7,16,13,21,-13,1,8,14
COc1ccc(CC(=O)OCC(=O)c2ccc[nH]2)cc1,0.5,-6,·,0.1,10,-1,-3,-13,0.5
C=CCn1cc(F)c(=O)n(CC=C)c1=O,-0.3,-5,7,0.4,11,-7,9,-3,0.8
O=C(NCCC1=CCCCC1)C1CCC(CNc2c(N3CCCC3)c(=O)c2=O)CC1 (stereo unspecified),-0.2,-12,-20,-0.9,-7,4,16,-14,-0.8
CCCCNC(=O)c1ccc2c(c1)ncn2C1CCCCC1,1.0,-8,7,0.4,14,-21,8,-7,-0.7
S=c1[nH]nc(COc2ccccc2)n1/N=C/c1cccc(Cl)c1Cl,1.3,-3,2,1.1,13,-12,16,-12,-2.0
O=C1NC(=S)CN1c1ccccc1,0.4,-9,-5,1.9,-34,-2,5,-5,-0.8
COc1ccc(Br)cc1/C=N/Nc1ccccn1,-0.4,·,-7,·,-14,·,-12,6,·
S=c1nc(Cc2ccccc2)[nH]c2ccccc12,-0.6,-18,-9,-1.4,-7,-9,4,-21,-1.8
C=CCN1C(=O)c2ccc(C(=O)OCC(=O)N(CC)c3c(N)n(Cc4ccccc4)c(=O)[nH]c3=O)cc2C1=O,0.3,·,·,·,2,·,9,-18,·
COc1ccc(CNC(=O)c2cccc(S(=O)(=O)N3CCN(c4ccc(F)cc4)CC3)c2)cc1,5.7,·,·,·,5,·,14,-10,·

# One compound at a time, from the list above. Values in the order: M1 ag parental, CHO parental Ca, GPR7 antag, V1aR counter, TAAR1 antag, OXTR potentiate, M1 PAM parental, CHO-K1 Ca antag, OXTR ag
# CC(=O)Nc1ccc(S(=O)(=O)Oc2ccc(C(=S)N3CCCCC3)cc2)cc1 is listed as 11, -7, 16, 13, 21, -13, 1, 8, 14
# C=CCn1cc(F)c(=O)n(CC=C)c1=O is listed as -0.3, -5, 7, 0.4, 11, -7, 9, -3, 0.8
# Cc1cccc(C(=O)N[C@H](C(=O)OCC(=O)NC2CCS(=O)(=O)C2)C(C)C)c1 (stereo partly specified) is listed as 0.2, -6, -7, -0.2, -11, -4, -3, 5, -1.0

# The list goes on.
SMILES,M1 ag parental,CHO parental Ca,GPR7 antag,V1aR counter,TAAR1 antag,OXTR potentiate,M1 PAM parental,CHO-K1 Ca antag,OXTR ag
O=c1[nH]c2ccc(S(=O)(=O)N3CCCCC3)cc2s1,0.9,-13,-7,0.6,1,-3,18,1,0.5
Cc1c(C(=O)NC2CCS(=O)(=O)C2)oc2ccccc12 (stereo unspecified),0.4,-10,1,0.4,4,-1,-11,4,1.2
CCOC(=O)c1ccc(-n2ccnc2)c(NC(=O)c2ccc(C(C)(C)C)cc2)c1,3.0,-38,-3,0.4,-1,1,-4,22,-2.0
C/C(=N\NC(=O)c1cccc(Br)c1)c1ccccn1,-0.3,-3,-4,-1.0,13,-10,5,-1,-0.4
O=C(CCCCCn1c(=S)[nH]c2ccc(N3CCOCC3)cc2c1=O)NCc1ccccc1,-0.1,-9,0,0.3,9,1,23,-8,0.5
CCCCCC(=O)Nc1cccc(C2=NOC3(C2)C[C@@H](C(N)=O)N(C(=O)c2cc([N+](=O)[O-])cc([N+](=O)[O-])c2)C3)c1 (stereo partly specified),1.2,-7,·,-0.5,-1,-3,-23,17,-0.7
Cc1cccc(C)c1N1CCN(C(=O)Cn2cncn2)CC1,2.9,-1,-12,-0.9,-15,-13,15,-12,0.0
